Screening results (PubChem BioAssay)
KB-V1 MDR tox = kills drug-selected multidrug resistant KB-V1 cells; KB-V1 MDR cells viability, CellTiter-Glo, 72 h; Potency, µM (series often up to 46.1 µM), for inactives: top-dose activity change, negative = cytotoxicity, actives largely listed as cytotoxic; 400,000 tested, 3.4% active; note: potency is the fitted concentration of half-maximal effect; % is set by controls: 0 for no effect and ±100 for the full control effect; nearly all actives have a fitted effect of over 60% in size
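Drug-selected KB-V1 cells, grown in DMEM lacking phenol red with 10% FBS, receive compound titrations; after three days at 37 degrees C, surviving cell ATP is quantified by CellTiter-Glo luminescence and responses normalized and curve-fitted.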
IL1B secr inh = inhibitors of inflammasome signaling (IL-1 beta secretion); 360,000 tested, 4.7% active; THP-1 LPS/ATP IL-1B secretion, AlphaLISA, 16 h; active compounds read low; activity change, % at 57.5 µM; in the data active = activity change below about -50%; inconclusive = mostly about -30% to -49%; note: % is set by controls: 0 for no effect and ±100 for the full control effect
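THP-1 cells pretreated 1 hr with compounds (up to 57.5 uM final), then stimulated with LPS (250 ng/mL final) plus ATP (1.25 mM final); secreted IL-1B measured by AlphaLISA after 16 hr, decreased signal indicating inhibition.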
GLP1R cytotox = cytotoxic in the GLP-1 receptor inverse agonist counter-screen; HEK293 cAMP-luciferase reporter cells, luminescence, 24 h; Potency, µM (titrated, usually from 38.3 µM), for the others: top-dose activity change, negative = inhibition, actives largely listed as inhibitors; 410,000 tested, 0.13% active; AID 624418;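 note: loss of luciferase light is scored as toxicity; potency is the fitted concentration of half-maximal effect; % is set by controls: 0 for no effect and ±100 for the full control effect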
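Here, cytotoxicity is scored as loss of luminescence. The MLSMR collection was tested on cells seeded in medium containing 10% Nu serum, with a 24 hr compound exposure preceded by 12 hours of culture.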
MCF10A rerep = DNA re-replication induction in MCF 10a cells | AID 624296 | 350,000 tested, 2.9% active | MCF 10A DNA re-replication, Hoechst nuclear intensity, 48 h | Potency, µM (doses to about 46.1 µM), for inactives: top-dose activity, positive = re-replication, hits mostly activators; note: potency is the fitted concentration of half-maximal effect; % of control where 0% means no effect; nearly all actives have a fitted effect of over 50% in size
HT1080 IDH1KD tx = toxicity to HT-1080 IDH1 knockdown cells (counter line). HT-1080 IDH1 knockdown viability, ATP luminescence, 48 h. Potency, µM (titrated, usually from 46.1 µM), without a hit: top-dose activity, negative = toxicity, usual class: cytotoxic. 360,000 tested, 2% active. AID 686971;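 note: potency is the fitted concentration of half-maximal effect; 0% = DMSO wells and -100% = cell-free medium wells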
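Viability of IDH1-knockdown HT-1080 fibrosarcoma cells was assessed by CellTiter-Glo after 48 h at 37 °C with titrated compound; concentration-effect curves were classified by fit quality and response size.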
DRD3 agonist = activates the human D3 dopamine receptor; P35462; D3R DiscoveRx beta-arrestin cells, luminescence, 90 min; max activation, %; 410,000 tested, 0.58% active; AID 652048; in the data active = max activation above about 30%; note: 0% is about no effect; mostly tested at two doses, the higher about 12 µM
Target sequence (P35462 whole entry, looked up): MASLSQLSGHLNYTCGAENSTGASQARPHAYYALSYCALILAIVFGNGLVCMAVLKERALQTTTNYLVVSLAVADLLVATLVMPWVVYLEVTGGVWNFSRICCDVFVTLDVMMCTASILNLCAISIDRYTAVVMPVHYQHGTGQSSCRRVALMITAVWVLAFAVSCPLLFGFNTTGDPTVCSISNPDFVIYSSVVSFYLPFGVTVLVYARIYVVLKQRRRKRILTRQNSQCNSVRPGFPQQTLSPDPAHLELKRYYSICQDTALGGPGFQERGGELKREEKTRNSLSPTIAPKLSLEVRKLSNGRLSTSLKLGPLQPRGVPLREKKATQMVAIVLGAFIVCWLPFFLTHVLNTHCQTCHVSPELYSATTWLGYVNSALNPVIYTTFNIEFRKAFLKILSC
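Agonist mode: compounds and dopamine controls were applied to plated cells for 90 min at 37 degrees C after an overnight attachment at 1500 cells/well. Luminescent read-out followed 30 - 60 minutes at room temperature with DiscoveRx detection reagent.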
KB-3-1 cytotox = KB-3-1 parental cell cytotoxicity; KB-3-1 viability, CellTiter-Glo ATP luminescence, 72 h; Potency, µM (top dose mostly 46.1 µM), for the others: top-dose activity change, negative = cytotoxic, actives largely listed as cytotoxic; 400,000 tested, 1.4% active; AID 1347075; note: potency is the fitted concentration of half-maximal effect; % is set by controls: 0 for no effect and ±100 for the full control effect; nearly all actives have a fitted effect of over 60% in size
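Parental KB-3-1 viability, qHTS format: 72 h compound exposure, 37 °C; CellTiter-Glo; media-only wells and DMSO plates as controls; concentration-effect fits on corrected data.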
HT1080NT lethal = kills 2HG-producing HT-1080-NT fibrosarcoma cells | HT-1080-NT fibrosarcoma viability, CellTiter-Glo ATP luminescence, 48 h | Potency, µM (highest dose often 46.1 µM), for inactives: top-dose activity, negative = less viability, hits mostly cytotoxic | 360,000 tested, 1.6% active;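 note: NT is the 2HG producing partner of a matched IDH1 knockdown line; potency is the fitted concentration of half-maximal effect; 0% = DMSO-treated cells and -100% = media-only wells without cells; nearly all actives have a fitted effect of over 55% in size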
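HT-1080-NT; 750 cells/well; 5% FBS RPMI; 48 h compound, 37 degrees C; CellTiter-Glo luminescence; curve fitting and curve-class assignment.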
SW480 rerep = DNA re-replication induction in SW480 cells | SW480 DNA re-replication, Hoechst DNA content imaging, 48 h | Potency, µM (top dose mostly 46.1 µM), for inactives: at the highest dose re-replication activation, usual class: activators | 340,000 tested, 1.8% active; note: potency is the fitted concentration of half-maximal effect; % of control where 0% means no effect; nearly all actives have a fitted effect of over 55% in size
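DNA re-replication was detected as more nuclei of elevated Hoechst intensity after 48 hr exposure to compound (23 nL pinned per well of 250 cells).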
* = called active by the depositor; i = inactive; ? = inconclusive; · = no result given; & = joins results of further samples; [ ] = another dose, or the depositor's remark. Unless noted, calls come from the whole dose curve; as a rule, active = well fitted curve in the direction sought with a large enough effect; inconclusive = small, poorly fitted or top-dose-only effect, or another doubt; inactive = no such curve, though single readings can be large; an effect the other way counts as inactive or inconclusive.

SMILES	KB-V1 MDR tox	IL1B secr inh	GLP1R cytotox	MCF10A rerep	HT1080 IDH1KD tx	DRD3 agonist	KB-3-1 cytotox	HT1080NT lethal	SW480 rerep
O=C(C[C@H]1C/C=C\CC[C@H](Cc2ccc(F)cc2)C(=O)OC[C@@H]2CCCN2C1=O)N[C@H](CO)Cc1ccccc1	-10%	-13	0%	13%	-1%	3	-2%	0%	-2%
CCN(Cc1ccccc1)C(=O)C1CCN(S(=O)(=O)c2ccc3c(c2)OCCO3)CC1	27%	20	-7%	5%	2%	12	14%	10%	-6%
CC(=O)c1cccc(NC(=O)c2ccc3c(c2)CCN3S(=O)(=O)c2ccccc2)c1	6%&0%	7	-18%&-9%	-5%	-10%	0&2	-5%&-8%	-20%	-1%
COC(=O)c1ccc(S(=O)(=O)N2C3CCC2CC(NC(=O)NC2CCCCC2)C3)cc1 (stereo not drawn)	4%	11	-9%	7%	-12%	2	-5%	-2%	-3%
COCCNC(=O)c1ccc2snnc2c1	22%	6	-13%	1%	12%	-5	4%	13%	0%
O=S(=O)(NC1CC1)c1ccc(Cl)cc1F	1%	3	1%	6%	5%	7	2%	6%	-7%
COc1ccc(CCNC(=O)C2CCC(=O)N(CC3CCCCC3)C2)cc1 (stereo not drawn)	·	8	-1%	?	-2%	-11	·	-7%	9%
Cc1cc(C)c(C(=O)NCCCN2CCOCC2)c(C)c1	?	-1	-1%	-4%	1%	-5	18%	9%	2%
NC1=NC(=O)/C(=C/c2cccc(-c3ccc(S(N)(=O)=O)cc3)c2)S1	0%	20	-2%	-5%	0%	15	?	6%	?
OC(c1ccccc1)C(CN1CCOCC1)c1ccccc1 (stereo not drawn)	-3%	-8	3%	-10%	1%	6	-4%	-2%	?

Given with two lines to a compound: part of the list above.
Fields: KB-V1 MDR tox | IL1B secr inh | GLP1R cytotox | MCF10A rerep | HT1080 IDH1KD tx | DRD3 agonist | KB-3-1 cytotox | HT1080NT lethal | SW480 rerep
> CC(=O)c1cccc(NC(=O)c2ccc3c(c2)CCN3S(=O)(=O)c2ccccc2)c1
 : 6%&0% | 7 | -18%&-9% | -5% | -10% | 0&2 | -5%&-8% | -20% | -1%
> COC(=O)c1ccc(S(=O)(=O)N2C3CCC2CC(NC(=O)NC2CCCCC2)C3)cc1 (stereo not drawn)
 : 4% | 11 | -9% | 7% | -12% | 2 | -5% | -2% | -3%
> COCCNC(=O)c1ccc2snnc2c1
 : 22% | 6 | -13% | 1% | 12% | -5 | 4% | 13% | 0%
> O=S(=O)(NC1CC1)c1ccc(Cl)cc1F
 : 1% | 3 | 1% | 6% | 5% | 7 | 2% | 6% | -7%
> COc1ccc(CCNC(=O)C2CCC(=O)N(CC3CCCCC3)C2)cc1 (stereo not drawn)
 : · | 8 | -1% | ? | -2% | -11 | · | -7% | 9%
> Cc1cc(C)c(C(=O)NCCCN2CCOCC2)c(C)c1
 : ? | -1 | -1% | -4% | 1% | -5 | 18% | 9% | 2%

Other compounds follow:
SMILES	KB-V1 MDR tox	IL1B secr inh	GLP1R cytotox	MCF10A rerep	HT1080 IDH1KD tx	DRD3 agonist	KB-3-1 cytotox	HT1080NT lethal	SW480 rerep
Cc1ccccc1NC(=O)Cn1c(CCC(=O)O)ccc1-c1cccs1	31%	47	7%[7.66 µM]	3%	14%	-1	-1%	1%	-2%
COc1ccc(OC)c2nc(-c3ccncc3)ccc12	-8%	?	16%	-4%	6%	-2	-6%	1%	-20%
COc1cccc(CN2CCNC(=O)C2CC(=O)N(Cc2cnn(C)c2)C(C)C)c1 (stereo not drawn)	-2%	4	-3%	-2%	-3%	22	0%	-1%	-18%
CCn1c(=O)cc(SCC(=O)NCCCN2CCN(c3ccccc3F)CC2)c2ccccc21	3%	-12	-15%	5%	?	-33	0%	?	6%
Cc1ccc(CSc2nc3ccc(NC(=O)COc4ccccc4F)cc3s2)cc1	3%	·	-3%	·	·	4	-3%	·	·
CC(=O)C[C@H](O)CC(=O)[C@H]1OC(=O)[C@@H](C)CCCCc2ccccc21	?	3	-4%	1%	12%	-1	11%	21%	-9%
COc1ccc2c(c1)oc(=O)c1cc(OC)ccc12	?	?	6%	1%	13%	9	?	14%	-13%
Cc1ccc(S(=O)(=O)NCc2ccco2)cc1C(N)=O	0%	17	-1%[7.66 µM]	-7%	0%	8	14%	1%	1%
N#CC1=C(N)N=C(SCc2ccccc2)C(C(N)=O)C12CCCCC2 (stereo not drawn)	1%	0	-17%	3%	-26%	2	-5%	3%[9.24 µM]	3%
O=C(CNC(=S)N(Cc1ccccc1)Cc1cccnc1)NCc1ccccc1	?	-15	2%	11%	-7%	0	-1%	-14%	?
O=C(NNS(=O)(=O)c1ccc(Cl)cc1)c1cc(-c2ccccc2)nc2ccccc12	-19%	28	-4%[1.53 µM]	17%	1%	1	-16%	0%	2%
CC(C)(C)OC(=O)C[C@@H]1C/C=C\C[C@@H](CC(=O)N[C@@H](CO)Cc2ccccc2)C(=O)N2CCC[C@H]2COC1=O	0%	5	-7%	4%	15%	5	0%	8%	-11%
CCOc1ccc(/C=N/NC(=O)c2cc3c(OC)cccc3[nH]2)cc1	-11%	?	-26%	?	?	13	-4%	?	?
CCOC(=O)CN1N=C(c2ccc(C)cc2)CCC1=O	-8%	10	-9%	-1%	11%	-10	-6%	1%	1%
COc1ccc(C(=O)NCC(c2cccs2)N2CCOCC2)cc1OC (stereo not drawn)	0%	18	-8%	?	11%	-5	9%	14%	?
Cc1ccc(CNC(=O)C2CCC(=O)N(CCc3ccc(Cl)cc3)C2)s1 (stereo not drawn)	?	i	-4%	-12%	-9%	-1	-1%	1%	1%
CC(OC(=O)c1ccc2ccccc2n1)C(=O)c1ccccc1 (stereo not drawn)	1%	15	0%	8%	-1%	-8	3%	1%	-3%
Cc1cccc(Cn2c(N3CCc4ccccc4C3)nc3c2c(=O)[nH]c(=O)n3C)c1	-6%	-10	1%	-15%	6%	9	0%	4%	-5%
CN(C)C(=O)c1cc(C(=O)c2ccccc2)c[nH]1	-3%	1	-14%	4%	13%	1	3%	12%	1%
O=C(O)c1cc(NC(=O)c2cccc(F)c2)cc(NC(=O)c2cccc(F)c2)c1	12%	4	-5%	3%	17%	3	-3%	22%	-6%
O=C(Cc1ccc(Br)cc1)N1CCN(c2ccccc2O)CC1	-21%	-26	-21%	0%	-23%	-1	2%	-8%	-4%
Cc1ccccc1N1CC(C(=O)Nc2nnc(SCc3cccnc3)s2)CC1=O (stereo not drawn)	1%	12	3%	0%	-4%	-2	8%	0%	?
Cc1nc(N2CCOCC2)nc(Oc2ccccc2)c1[N+](=O)[O-]	?	-7	4%	-2%	-3%	-2	0%	1%	-25%
O=C(c1ccc(Cl)cc1)n1cnc2ccccc21	?	-21	4%	3%	1%	1	-2%	2%	12%
CCCCCSc1nnc(-c2ccc(Br)cc2)o1	1%	·	-4%	·	·	4	7%	·	·
COc1cc(/C=N\NC(=O)c2sc(N)nc2C)cc(OC)c1OC	6%	-79*	-1%	21µM*	23%	2	11%	29%	-5%
CC1(C)CC(NC(=O)c2ccccc2F)CC(C)(C)N1	22%	4	11%	-2%	2%	3	17%	1%	2%
O=C(CCN1C(=O)/C(=C/c2ccccc2Cl)SC1=S)Nc1ccccc1C(=O)O	-8%	1	-1%	?	8%	-4	2%	8%	-4%
CN1CCCC2(CCCN(Cc3nc(Cc4cccc(C(F)(F)F)c4)no3)C2)C1 (stereo not drawn)	-1%	-75*	-16%	?	-3%	-8	?	-20%	?
O=C1CCCC(=O)C1Sc1ccc(Cl)cc1	-8%	1	-7%	2%	13%	-8	?	12%	-8%
CCC(OC(=O)c1cc2sccc2n1C)C(=O)NCc1ccco1 (stereo not drawn)	?	-5	-9%	?	13%	2	0%	-16%	?
O=C(Nc1ccc2oc(=O)ccc2c1)c1ccc(-c2ccccc2[N+](=O)[O-])o1	15%	23	0%	12µM*	?	22	7%	18µM*	?
O=C(COc1ccc(Cl)cc1)Nc1nnc(-c2ccc3c(c2)CCCC3)o1	5%	15	-6%	-1%	9%	4	4%	19%	-11%
CCC(Sc1nc2ccncc2[nH]1)C(=O)Nc1ccc(F)cc1 (stereo not drawn)	?	·	-1%	·	·	3	-6%	·	·
CSc1ccc(CCNC(=O)c2c(C)oc3ncn(C)c(=O)c23)cc1	-13%	·	6%	·	·	0	4%	·	·
